# Screening data deposited in PubChem BioAssay by several laboratories.
# NR2E3 ag-1: activates human photoreceptor nuclear receptor NR2E3; GST-NR2E3/biotin-RetCOR TR-FRET, 1536-well; inhibition of corepressor binding, % at 4.78 µM; AID 2300; 320,000 compounds, 0.12% hits;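 active = percent inhibition above the cutoff of mean plus 3 SD of all tested compounds, set per screening campaign, cut at about 20% in these data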;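 note: 0% = DMSO wells and 100% = biotin wells as full block of FRET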
# Target sequence (Q9Y5X4 whole entry, looked up): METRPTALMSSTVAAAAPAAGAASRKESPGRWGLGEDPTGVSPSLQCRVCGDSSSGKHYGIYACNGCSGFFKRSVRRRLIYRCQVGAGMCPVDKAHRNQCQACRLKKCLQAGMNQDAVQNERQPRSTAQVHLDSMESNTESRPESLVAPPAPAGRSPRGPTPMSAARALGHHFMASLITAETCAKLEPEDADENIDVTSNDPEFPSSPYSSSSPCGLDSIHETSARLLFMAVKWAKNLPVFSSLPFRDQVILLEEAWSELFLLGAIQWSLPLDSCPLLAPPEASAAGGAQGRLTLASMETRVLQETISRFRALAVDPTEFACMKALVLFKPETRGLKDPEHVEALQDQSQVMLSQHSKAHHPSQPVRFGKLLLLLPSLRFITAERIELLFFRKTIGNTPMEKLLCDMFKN
#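 Test system – NR2E3–RetCOR corepressor complex · Quantity – NR2E3 fusion 1.35 nM · Buffer or medium – Tris pH 7.5 · Incubation – Compound–protein incubation for 5 h at 4 °C · Technique – TR-FRET, Eu(K)-anti-GST donor, streptavidin-D2 acceptor, ex 340, em 617/671 nm · Evaluation – percent inhibition of 671/617 nm emission ratio versus biotin and DMSO controls · Plate – 1536-well format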
# iPSC survival up: increases survival of single human iPS cells; 360,000 compounds, 0.044% hits; AID 602274; survival enhancement, % at 20 µM; hiPSC single-cell survival, ATPlite luminescence; 100% = ROCK inhibitor wells, 0% = DMSO; in the data active = survival enhancement above about 18%;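 note: cells exposed to compounds for 16 hours before the ATP read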
# TWEAK Fn14 block: TWEAK-Fn14 signaling inhibition; TWEAK-stimulated Fn14 reporter cells, luciferase luminescence, 8 h; inhibition, % at 10 µM; 360,000 compounds, 2% hits; in the data active = inhibition above about 50%
# aDG glyco up: increases alpha dystroglycan glycosylation. 360,000 compounds, 0.22% hits. Pro5-aDG cells, alpha-DG glycosylation AlphaScreen (IIH6); 0% Pro5, 100% B10-LARGE cell signal. AID 624168. activation, % at 10 µM;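 active = activation of at least 8% versus controls, or a plate z-score of at least 8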;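 note: Pro5 are CHO cells carrying HIG-tagged alpha-DG that lacks glycosylation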
# NR2E3 ag-2: agonists of human NR2E3 nuclear receptor. Q9Y5X4. CHO-S Gal4-NCOR/VP16-NR2E3 two-hybrid, luciferase. inhibition of corepressor binding, % at 3.98 µM. 360,000 compounds, 0.35% hits. AID 602229;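 active = inhibition above the mean of all tested compounds plus 3 SD, cut at about 70% in these data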;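 note: 0% = DMSO with NR2E3 transfected cells and 100% = cells lacking NR2E3 construct; higher means lower luciferase signal from less NR2E3 corepressor binding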
# MITF TRPM1 inh: MITF TRPM1 promoter inhibition in SK-MEL-5 cells | 330,000 compounds, 0.83% hits | SK-MEL-5 TRPM1 promoter luciferase, 24 h | inhibition, % at 12.5 µM;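 active = mean inhibition across replicates of 60% or more, whatever share of single replicates reaches that level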; note: values of inactives mirror those of a sister screen read the other way
# Shn3 inh set2: reduces Shn3 3'UTR luciferase signal in osteoblasts. Clone20 osteoblast Shn3 3'UTR firefly luciferase, 24 h. inhibition, % at 12.5 µM. 360,000 compounds, 0.52% hits;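 active = mean inhibition of at least 75% with every replicate also reaching 75%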;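 note: 0% = median of neutral control wells and 100% = pilot-screen positive control compound; some compounds past the cut are filed as inactive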
# CF NFkB inh: inhibitors of cystic fibrosis induced NF-kB; KKLEB NF-kB-GFP reporter, PAF-induced, GFP fluorescence overnight; inhibition, % at 5 µM; 360,000 compounds, 0.86% hits;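 active = at least 50% inhibition at 5 µM, scaled per plate between neutral and stimulator controls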;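 note: PAF is a Pseudomonas aeruginosa culture filtrate used as stimulus; plate controls were PAF-stimulated DMSO wells for no effect and unstimulated DMSO wells for full effect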
# KKLEB tox: reduces viability of KKLEB cystic fibrosis airway cells | KKLEB CF airway cells viability, ATPlite luminescence, overnight; active compounds read low; cells stimulated with P. aeruginosa culture filtrate | activity change (cytotoxicity), % at 5 µM | 360,000 compounds, 0.36% hits;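 active = corrected activity change at or below -50% at 5 µM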
# HIF-2a inh: HIF-2a inhibition | AID 624352 | 360,000 compounds, 0.72% hits | inhibition, % at 18.8 µM | 786-0 RCC cells HIF-2a reporter, luciferase luminescence, overnight;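 active = inhibition of the luminescence signal of 40% or more relative to plate controls, in a single-dose primary screen at 18.75 µM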
# Peg3 prom inh: inhibitors of Peg3 promoter. AID 588405. inhibition, % at 20 µM. 360,000 compounds, 1.7% hits. HeLa PEG-Prom luciferase reporter, luminescence, overnight;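 active = inhibition of at least 50% at 20 µM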
# * = called active by the depositor; nt = not tested or not shown. An excerpt; rates above refer to the full screens.
SMILES,NR2E3 ag-1,iPSC survival up,TWEAK Fn14 block,aDG glyco up,NR2E3 ag-2,MITF TRPM1 inh,Shn3 inh set2,CF NFkB inh,KKLEB tox,HIF-2a inh,Peg3 prom inh
Cc1cccc(-n2c(O)c(C=NCCN3CCNCC3)c(=O)[nH]c2=S)c1,0.4,0.3,-10.2,0.1,3.8,1.0,-6.5,16.0,-9.5,12.7,6.2
CN1CCN(c2ccc(N)cc2Cl)CC1,1.6,-1.6,6.4,2.1,18.6,-0.8,-18.1,-9.1,2.5,12.5,-21.9
CC(Cc1ccccc1Sc1ccc(O)cc1)N(C)C (configuration not stated),1.6,0.0,-8.5,-0.2,2.1,-16.0,10.1,-8.7,-6.2,7.5,-4.1
CCN1CCN(C(=O)Cc2coc3ccc4ccccc4c23)CC1,1.5,-3.9,-2.4,0.5,-5.9,-1.9,-6.6,-7.0,-0.2,2.7,17.1
O=C(c1cc(C(=O)NCc2ccc(Cl)cc2)c(=O)n(Cc2ccc(Cl)cc2)c1)c1cc(F)ccc1O,-4.3,-0.9,48.8,0.1,8.0,23.6,34.2,13.6,-7.5,17.3,42.5
CCN(CC)c1ccc(N=Cc2c(O)n(CCc3ccc(OC)c(OC)c3)c(=O)[nH]c2=O)cc1,4.4,-1.8,51.8*,0.5,5.9,29.3,8.0,3.4,-6.2,5.7,68.6*
C=CCn1c(O)c(C(CC)=NCCC2=CCCCC2)c(=O)[nH]c1=O,-2.5,14.9,10.4,-0.1,-8.8,1.5,16.4,-21.7,-8.8,-9.2,-4.1
Cc1ccc2c(c1)C1CN(C)CCC1N2C(=O)COc1ccc(S(=O)(=O)N2CCOCC2)cc1 (configuration not stated),3.6,-2.4,3.7,-0.5,0.0,-8.1,-14.5,3.1,-7.7,-12.1,1.5
CCOc1ccc(/C=C2/C(=O)NC(=O)N(CCc3ccc(F)cc3)C2=O)cc1,1.8,-3.3,-7.8,-0.4,-1.7,4.5,-3.4,10.5,-8.5,16.5,6.1
CCOC(=O)/C(=N\Nc1ccccc1)N1CC1,0.7,-2.9,-30.4,0.0,-22.0,-20.6,-7.3,-5.3,12.7,3.0,-3.5
Nc1ccc2cc(Br)ccc2c1,2.4,-0.6,13.4,0.9,-45.1,-24.7,-49.1,-2.4,-8.2,-38.9,-33.8
Cn1ncc(Cl)c1C(=O)N1CCC2(CC1)OCCO2,0.8,-0.3,0.3,-0.2,-17.1,10.9,17.4,-0.7,13.3,17.2,5.8
COc1cccc(-n2c(=S)[nH]c3ccccc3c2=O)c1,-0.6,-1.6,9.1,0.2,7.2,11.4,0.2,-0.2,-0.3,7.0,24.0
Cn1c(O)c(C=Nc2ccc(Br)cc2)c(=O)n(C)c1=O,-1.9,-0.6,16.0,-0.1,0.6,1.1,4.9,-9.1,6.8,-36.4,-28.3
CC(N)Cc1c[nH]c2ccc(O)cc12 (configuration not stated),nt,5.9,4.1,-0.1,-7.0,15.4,-0.1,20.2,12.4,-5.2,-6.7
O=c1[nH]c(=S)n(C2CC2)c(O)c1C=Nc1cccc(C(F)(F)F)c1,0.1,-0.3,-16.6,-0.5,-23.4,8.9,27.7,0.0,6.0,5.0,9.2
CC12CN3CC(C)(CN(C1)C3c1ccco1)C2=O (configuration not stated),-0.9,2.2,5.0,0.0,-9.6,0.1,-1.3,-7.7,7.0,19.2,-6.6
CC(=O)Nc1ccc(S(=O)(=O)N2Cc3ccccc3-n3nncc3C2)cc1,nt,0.1,-7.1,0.0,11.6,nt,47.7,1.1,0.7,7.1,-8.5
O=C1NC(=O)C(Nc2ccc(Cl)c(Cl)c2)C(=O)N1,nt,-1.1,21.9,0.2,-10.2,1.9,-2.2,19.7,-20.6,7.8,-3.8
C(=NC12CN3CN(CN(C3)C1)C2)c1cccs1,1.8,1.1,-14.2,0.0,-16.5,9.8,-2.8,-4.2,2.1,14.6,11.1
CCC(=O)O[C@H]1CC[C@H]2[C@@H]3CCC4=CC(=O)CC[C@]4(C)[C@H]3CC[C@]12C,nt,0.0,-22.2,0.3,5.1,2.2,13.0,1.5,8.4,10.9,53.2*
CC1CCC[C@H](O)CCCCCc2cc(O)cc(O)c2C(=O)O1 (some centres not stated),2.9,8.5,-5.9,0.2,20.6,1.0,0.2,29.6,0.4,7.2,15.4
COC(=O)C1=C(c2ccccc2)C[C@@H]2CC[C@H]1N2C(=O)N1CCOCC1,2.9,-2.0,-11.0,0.3,-1.2,-5.7,-7.2,-2.0,-1.9,8.1,9.5
CC12CCC3C(CC=C4CC(O)CCC43C)C1CC(=CN1CCOCC1)C2=O (configuration not stated),nt,3.9,2.7,-0.3,-7.9,-0.8,-2.4,-8.1,10.1,10.8,6.9
COc1ccc(-c2nc3ccc(C(=O)N4CCC5(CC4)OCCO5)cc3nc2-c2ccc(OC)cc2)cc1,8.0,-0.4,0.2,-0.1,9.5,-4.3,5.1,-8.2,-4.2,10.2,14.0
Cc1nn(Cc2ccccc2)c(C)c1C(=O)OCC(=O)Nc1cccc(S(N)(=O)=O)c1,1.6,0.3,27.5,0.3,-14.9,-13.2,12.7,8.4,-3.5,12.1,2.0
N#Cc1cn(C2OC(CO)C(O)C2O)c2ncnc(N)c12 (configuration not stated),nt,-2.5,71.6*,0.8,97.5*,58.5,82.5,95.5*,-34.5,30.7,95.7*
Cc1oc(-c2ccc(Cl)cc2)nc1CS(=O)CC(=O)N1CCC2(CC1)OCCO2 (configuration not stated),0.6,-1.8,-3.9,0.1,7.6,8.9,6.0,3.0,3.7,-2.6,17.3
CCCCCn1c(=O)c(C(=O)Nc2nc(CC(=O)OCC)cs2)c(O)c2ccccc21,5.0,3.4,39.8,6.0,0.0,29.7,76.8,6.5,2.0,12.2,17.3
O=C1NC(=O)C(Cc2ccccc2)(Cc2ccccc2)C(=O)N1,nt,3.6,10.2,1.6,-17.9,7.3,12.9,-1.1,-6.5,-1.5,-12.1

# Taken from the entries so far for reference:
SMILES,NR2E3 ag-1,iPSC survival up,TWEAK Fn14 block,aDG glyco up,NR2E3 ag-2,MITF TRPM1 inh,Shn3 inh set2,CF NFkB inh,KKLEB tox,HIF-2a inh,Peg3 prom inh
CCN(CC)c1ccc(N=Cc2c(O)n(CCc3ccc(OC)c(OC)c3)c(=O)[nH]c2=O)cc1,4.4,-1.8,51.8*,0.5,5.9,29.3,8.0,3.4,-6.2,5.7,68.6*
C=CCn1c(O)c(C(CC)=NCCC2=CCCCC2)c(=O)[nH]c1=O,-2.5,14.9,10.4,-0.1,-8.8,1.5,16.4,-21.7,-8.8,-9.2,-4.1

# Next section.
SMILES,NR2E3 ag-1,iPSC survival up,TWEAK Fn14 block,aDG glyco up,NR2E3 ag-2,MITF TRPM1 inh,Shn3 inh set2,CF NFkB inh,KKLEB tox,HIF-2a inh,Peg3 prom inh
CCC(C)NC(=O)CN1C(=O)CN=C(c2ccccc2)c2ccccc21 (configuration not stated),-1.5,-1.3,-3.6,-0.1,-11.7,20.0,-5.6,-5.2,4.8,9.9,10.5
C[C@]12CC[C@H](O)CC1=CC[C@@H]1[C@@H]2CC[C@]2(C)C(=O)CC[C@@H]12,1.1,-1.8,-24.4,-0.1,-16.3,-8.4,-6.7,25.1,12.9,-3.5,8.6
O=P1(NCCCl)OCCCN1CCCl (configuration not stated),1.1,0.6,-0.9,0.0,-26.0,-11.3,-5.7,6.4,3.4,6.3,-5.9
CCCCn1c(=O)c(C=Nc2cccnc2Cl)c(O)n(CCCCl)c1=O,-2.6,0.0,-21.3,-0.1,-1.0,15.2,13.3,4.7,-3.5,13.7,9.1
c1ccc2c(N3CCNCC3)cccc2c1,1.9,1.0,-2.0,0.1,14.6,-1.0,6.0,-8.7,0.4,-11.3,-13.6
CCC(=O)c1cn(Cc2ccccc2)c2ccccc12,-0.6,-0.7,5.1,0.9,-23.0,1.6,13.6,4.6,-20.2,6.0,21.3
Oc1ccc2c3c1OC1c4oc5ccccc5c4C[C@@]4(O)[C@@H](C2)N(CC2CC2)CC[C@]314 (some centres not stated),nt,0.5,9.7,0.0,-8.9,1.0,-3.0,15.4,6.9,8.8,-30.4
S=P(NCCSCc1ccccc1)(N1CC1)N1CC1,nt,-0.7,0.7,-0.3,-29.9,-2.5,15.6,-1.2,30.9,-0.6,12.9
CCC(=O)C(CCN1CCOCC1)(c1ccccc1)c1ccccc1,0.3,1.2,-11.5,0.0,-8.5,2.1,-1.6,7.6,-15.5,15.2,3.0
O=c1[nH]c(=S)[nH]c(O)c1N=Nc1ccc2c(c1)OCCO2,-2.5,-0.6,36.3,0.1,-79.9,1.7,-54.3,-15.8,2.6,-154.3,-91.4
CCC(C)N1C(=O)/C(=C\c2cnc(N(C)C)nc2)C(=O)NC1=S (configuration not stated),4.1,0.0,2.1,-0.3,-0.7,15.7,6.5,21.3,0.7,10.2,15.6
COc1ccc(OCC(=O)N2CCCC(N3CCN(c4ccccc4C)CC3)C2)cc1 (configuration not stated),2.8,-0.1,17.6,-0.3,-20.9,12.8,6.4,21.3,-1.3,3.7,12.6
COc1ccc(C(=O)Nc2cccc(S(=O)(=O)NCc3ccco3)c2)cc1,nt,-0.5,18.9,0.3,-25.8,0.3,53.4,-22.6,-8.8,5.2,-5.9
COC(=O)C1=C(c2ccc(OCc3ccccc3)cc2)C[C@@H]2CC[C@H]1N2C(=O)NC1CCN(Cc2ccccc2)CC1,-1.8,-3.9,7.8,2.6,46.4,57.6,73.8,23.7,-17.5,-7.6,86.5*
S=C(NCCc1ccccc1)N1Cc2cc(N3CCOCC3)ccc2-n2nncc2C1,nt,-0.1,-11.5,0.1,-13.3,nt,9.4,-20.9,5.3,6.5,0.2
FC(F)(F)c1ccccc1CCN1CCNCC1,-1.9,0.1,-4.3,0.0,-36.5,1.7,20.4,14.1,5.9,14.1,0.9
COC(=O)N(C)c1ccc(C(O)(C(=O)OC)C(F)(F)F)cc1 (configuration not stated),-0.3,-0.7,15.9,-0.3,-23.2,-10.6,3.9,3.2,2.8,0.4,19.0
O=c1[nH]c2ccccc2n1C1CCN(CCCC(c2ccc(F)cc2)c2ccc(F)cc2)CC1,1.1,0.0,2.6,1.5,15.1,7.9,59.4,0.8,5.5,-6.3,8.0
N#CCC(=O)NN1Cc2ccccc2C1=N,0.3,-1.0,-7.3,0.0,-13.2,7.3,3.8,6.5,2.0,10.4,4.2
O=C(Nc1ccccc1)c1c(O)c2c(n(Cc3ccco3)c1=O)CCCC2,-3.6,-0.7,17.1,0.0,-36.2,-5.9,-10.6,26.5,-10.9,-62.7,-26.1
C1CN(P2(N3CC3)=NP(N3CC3)(N3CC3)=NP(N3CC3)(N3CC3)=N2)CCO1 (configuration not stated),nt,0.2,0.0,-0.2,-4.1,nt,-2.6,10.9,-6.5,10.6,13.4
Cc1cccc(OP(N)(N)=O)c1C,3.8,-3.5,11.4,1.4,-13.5,-9.1,1.4,-6.5,7.1,12.0,18.6
Cc1nc2ccc(Br)cc2c(=O)n1-c1ccc([N+](=O)[O-])c(C(F)(F)F)c1,-0.1,-0.5,36.2,0.0,15.7,1.5,-3.7,4.0,-14.2,8.0,11.1
